Source: PubChem
Statin myotox sup: suppression of simvastatin myotoxicity | AID 602340 | C2C12 myotubes + simvastatin, ATP luminescence, 48 h; scaled: DMSO 0, geranylgeraniol control 100 | 0.78% of 330,000 active | rescue of ATP level, % at 7.49 µM;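 active = mean ATP rescue above about 67%, or every replicate alone reaching that limit, limit read from the data, passing the limit was not always enough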;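 note: myotubes were challenged with 10 µM simvastatin during compound exposure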
PglD DTNB: inhibitors of Campylobacter jejuni PglD acetyltransferase | purified PglD enzyme, DTNB colorimetric CoA detection | inhibition, % at 12.5 µM | 0.098% of 360,000 active | AID 602405; in the data active = inhibition above about 16%, passing the limit was not always enough; note: strong numbers were not always called active
* hit, by the source's call. Not all compounds are listed; count on the stated rates, not on these rows.

How did COc1ccc(-c2c(N)nnc3c2[nH]c2ccccc23)cc1OC do in these assays?
Statin myotox sup: -21.6; PglD DTNB: 3.5

Results for CCOC(=O)N1CCC(NC(=O)C2CCN(S(=O)(=O)c3cccs3)CC2)CC1 ?
Statin myotox sup: 22.9; PglD DTNB: 2.9

What do the screens show for `CCOc1ccccc1OCC(=O)O`?
Statin myotox sup: 2.6; PglD DTNB: -8.2

Results for CC1CCN(c2nc(-c3ccccc3)cc(C(F)(F)F)n2)CC1 ?
Statin myotox sup: 2.3; PglD DTNB: 4.6

What do the screens show for `O=C(Nc1cccc(F)c1)c1c(F)c(F)c(F)c(F)c1F`?
Statin myotox sup: -7.1; PglD DTNB: 6.6

What do the screens show for `FC(F)(F)c1cc(-c2ccccc2)nc(N2CCCCCC2)n1`?
Statin myotox sup: 0.6; PglD DTNB: -1.7

What do the screens show for `NC(=O)CSc1nnc(-c2cnccn2)n1-c1ccccc1`?
Statin myotox sup: 20.8; PglD DTNB: 3.4

How did CN(C)c1nc(N/N=C\c2ccc(Cl)c([N+](=O)[O-])c2)nc(Nc2ccc(F)cc2)n1 do in these assays?
Statin myotox sup: -25.0; PglD DTNB: 0.6

What do the screens show for `C=CCn1c(SCC(=O)NCc2ccccc2)nnc1-c1cc(Br)ccc1O`?
Statin myotox sup: 0.6; PglD DTNB: -3.7

How did CCCCCCC(=O)N1CCC(c2nc3c(nnn3Cc3ccccc3Cl)c(=O)[nH]2)CC1 do in these assays?
Statin myotox sup: 32.2; PglD DTNB: 0.8

What do the screens show for `CCOC(=O)CNC(=O)c1nn(-c2cccc(OC)c2)c(=O)c2ccccc12`?
Statin myotox sup: -8.7; PglD DTNB: 9.9

Results for O=S1(=O)N=C(N2CCN(c3ccc(F)cc3)CC2)c2ccccc21 ?
Statin myotox sup: -6.6; PglD DTNB: 0.1

What do the screens show for `COc1cccc2c1C(=O)c1ccc3ccccc3c1C2=O`?
Statin myotox sup: 9.1; PglD DTNB: -7.0

How did COC(=O)C1CCN(C(=O)c2ccc(Cl)c(S(=O)(=O)NCc3cccnc3)c2)CC1 do in these assays?
Statin myotox sup: 11.6; PglD DTNB: -2.7

What do the screens show for `COCCNC(=O)CN(c1ccc(OC)c(OC)c1)S(=O)(=O)c1ccc(C)cc1`?
Statin myotox sup: -2.4; PglD DTNB: -4.2

How did Cc1ccc(N2C(=O)[C@@H]3[C@H](C2=O)[C@H]2C=CC=NN2[C@@H]3C(=O)Nc2ccc(Cl)cc2)cc1 do in these assays?
Statin myotox sup: -1.9; PglD DTNB: 2.5

Results for CCOc1ccccc1C1CC(=O)Nc2cc(OC)c(OC)c(OC)c21 (stereo unspecified) ?
Statin myotox sup: 0.5; PglD DTNB: 3.9

How did Cc1ccc2nc(SCc3nnc(-c4ccccc4)o3)[nH]c2c1 do in these assays?
Statin myotox sup: 5.8; PglD DTNB: -4.5

How did CCc1nnc(NC(=O)c2ccc(Cl)c(S(=O)(=O)N3CCc4ccccc43)c2)s1 do in these assays?
Statin myotox sup: 1.1; PglD DTNB: -1.3

How did Cc1ccccc1NC1=NC(C)(C)N=C(N)N1 do in these assays?
Statin myotox sup: -2.8; PglD DTNB: -4.0

Results for FC(F)(F)c1nc2ccccc2nc1N/N=C/c1ccc(Cl)cc1 ?
Statin myotox sup: 19.1; PglD DTNB: 7.9

What do the screens show for `CCCCc1ccc(NC(=O)CN2NS(=O)(=O)c3ccccc3C2=O)cc1`?
Statin myotox sup: 2.8; PglD DTNB: 1.6

Results for CC1Cc2nc(SCC(=O)NC3CCCCC3)n(C)c(=O)c2S1 (stereo unspecified) ?
Statin myotox sup: 5.1; PglD DTNB: 3.0

How did Cc1ccc(S(=O)(=O)N(C)c2ccc(OCC(=O)NCc3ccco3)cc2)cc1 do in these assays?
Statin myotox sup: 2.0; PglD DTNB: -3.0

What do the screens show for `COc1ccccc1N1CCN(C(=O)c2c(-c3ccccc3)noc2C)CC1`?
Statin myotox sup: -50.6; PglD DTNB: -13.8

What do the screens show for `CCOC(=O)N1CCC(NC(=O)CCc2nc(-c3ccccc3F)no2)CC1`?
Statin myotox sup: -9.4; PglD DTNB: 1.8

Results for CN(C(=S)NC(=O)c1ccc(Br)o1)c1ccccc1 ?
Statin myotox sup: -1.4; PglD DTNB: 1.0

What do the screens show for `COC1=CC(=O)C(O)=C(CCCCCCC/C=C/CCCCCCCC2=C(O)C(=O)C=C(OC)C2=O)C1=O`?
Statin myotox sup: -0.6; PglD DTNB: -0.1

Results for O=S(=O)(Nc1nc2ccc(S(=O)(=O)N3CCCC3)cc2s1)c1ccc(F)cc1 ?
Statin myotox sup: 3.6; PglD DTNB: -6.0

Results for CCc1ccc(NC(=O)COn2nnc3ccc(S(=O)(=O)N(C)C)cc32)cc1 ?
Statin myotox sup: 4.3; PglD DTNB: 4.0

Results for O=C(NC1CCCC1)c1ccc(CS(=O)(=O)c2cccc(C(F)(F)F)c2)o1 ?
Statin myotox sup: -28.9; PglD DTNB: 0.9

How did Cc1noc(C)c1COC(=O)CCN1c2ccccc2Sc2ccccc21 do in these assays?
Statin myotox sup: 1.8; PglD DTNB: -3.3

Results for CCCOc1ccc(C2C(=O)N(C3CCCCCC3)CC(=O)N2Cc2ccco2)cc1OC (stereo unspecified) ?
Statin myotox sup: -25.1; PglD DTNB: 1.4

How did COc1cc(=O)n(C)c2cc(N(C)C)ccc12 do in these assays?
Statin myotox sup: 38.9; PglD DTNB: -4.6

What do the screens show for `COc1cccc(C(=O)NN2C(=O)C3C4C=CC(O4)C3C2=O)c1` (stereo unspecified)?
Statin myotox sup: -6.3; PglD DTNB: -1.5

How did COc1ccccc1N1CCc2c(C)nc3c(OC)cccc3c21 do in these assays?
Statin myotox sup: -49.5; PglD DTNB: 2.3

How did O=C(Nc1cccc(-c2nnc(-c3ccco3)o2)c1)C(c1ccccc1)c1ccccc1 do in these assays?
Statin myotox sup: 5.6; PglD DTNB: 4.1

How did CCOC(=O)c1c(NC(=O)CSc2nnc3c(n2)[nH]c2ccc(F)cc23)sc(C(C)=O)c1C do in these assays?
Statin myotox sup: -1.1; PglD DTNB: -2.8

Results for O=C(C1CCC(=O)N1Cc1ccccc1Cl)N1CCN(c2ccc(F)cc2)CC1 (stereo unspecified) ?
Statin myotox sup: 8.9; PglD DTNB: -2.1

Results for N#Cc1c(-c2ccccc2)cc(-c2ccccc2)nc1SCc1nnc(-c2ccccc2)o1 ?
Statin myotox sup: -11.5; PglD DTNB: -1.4

How did CC(=O)Nc1ccc(C(=O)OCCC(C)C)cc1 do in these assays?
Statin myotox sup: -7.6; PglD DTNB: 6.8

Results for O=c1cc2c(nn1Cc1ccc(Cl)cc1Cl)-c1ccccc1CC2 ?
Statin myotox sup: 22.2; PglD DTNB: -1.0

How did Cc1ccc2c(c1)N(CC(=O)N1CCc3ccccc3C1)C(=O)CO2 do in these assays?
Statin myotox sup: 16.5; PglD DTNB: 0.5

What do the screens show for `COc1ccc(/C(O)=C2\C(=O)C(=O)N(c3cc(C)on3)C2c2ccc(OC)c(OC)c2)cc1OC` (stereo unspecified)?
Statin myotox sup: -0.5; PglD DTNB: -6.8

Results for O=C(CCS(=O)(=O)Cc1ccccc1)NCc1ccco1 ?
Statin myotox sup: 25.8; PglD DTNB: -8.6

The final 7 compounds of the part before open the next one.
Results for O=C(C1CCC(=O)N1Cc1ccccc1Cl)N1CCN(c2ccc(F)cc2)CC1 (stereo unspecified) ?
Statin myotox sup: 8.9; PglD DTNB: -2.1

Results for N#Cc1c(-c2ccccc2)cc(-c2ccccc2)nc1SCc1nnc(-c2ccccc2)o1 ?
Statin myotox sup: -11.5; PglD DTNB: -1.4

How did CC(=O)Nc1ccc(C(=O)OCCC(C)C)cc1 do in these assays?
Statin myotox sup: -7.6; PglD DTNB: 6.8

Results for O=c1cc2c(nn1Cc1ccc(Cl)cc1Cl)-c1ccccc1CC2 ?
Statin myotox sup: 22.2; PglD DTNB: -1.0

How did Cc1ccc2c(c1)N(CC(=O)N1CCc3ccccc3C1)C(=O)CO2 do in these assays?
Statin myotox sup: 16.5; PglD DTNB: 0.5

What do the screens show for `COc1ccc(/C(O)=C2\C(=O)C(=O)N(c3cc(C)on3)C2c2ccc(OC)c(OC)c2)cc1OC` (stereo unspecified)?
Statin myotox sup: -0.5; PglD DTNB: -6.8

Results for O=C(CCS(=O)(=O)Cc1ccccc1)NCc1ccco1 ?
Statin myotox sup: 25.8; PglD DTNB: -8.6

Results for COC(=O)/C=C/C(=O)NCc1ccco1 ?
Statin myotox sup: -7.5; PglD DTNB: 4.0

Results for O=C(NCCn1cccc1)c1cccc2ccccc12 ?
Statin myotox sup: 3.8; PglD DTNB: 0.2

Results for CC(C)Cn1c(-c2ccccc2F)n[nH]c1=S ?
Statin myotox sup: -9.3; PglD DTNB: 4.0

What do the screens show for `O=C(O)C1SCCN1S(=O)(=O)c1ccc2ccccc2c1` (stereo unspecified)?
Statin myotox sup: 5.2; PglD DTNB: 1.3

What do the screens show for `Cc1c(Br)cc(C(=O)NCCCN2CCOCC2)c(C)c1C`?
Statin myotox sup: -11.9; PglD DTNB: 2.8

Results for COc1ccc(-n2c(C)n[nH]c2=O)cc1OC ?
Statin myotox sup: 2.2; PglD DTNB: 6.1

What do the screens show for `CCN(CC)CCNC(=O)Cc1c(C(=O)O)n(C)c2ccccc12`?
Statin myotox sup: -8.4; PglD DTNB: 0.6

Results for CC1CCc2nc(NC(=O)CN3CCN(c4ccc(F)cc4)CC3)sc2C1 (stereo unspecified) ?
Statin myotox sup: -12.3; PglD DTNB: 5.7

Results for COc1ccccc1NC(=O)CN1C(=O)C(C)Oc2ccccc21 (stereo unspecified) ?
Statin myotox sup: 23.5; PglD DTNB: 2.6

What do the screens show for `O/N=C/c1cn(-c2ccccc2)nc1-c1ccc2c(c1)OCCO2`?
Statin myotox sup: -47.2; PglD DTNB: -3.4

Results for COc1ccc(N(C(=O)c2ccco2)S(=O)(=O)c2cc(OC)ccc2OC)cc1 ?
Statin myotox sup: 103.8*; PglD DTNB: 0.7

What do the screens show for `CCCCCC1CC(CC(=O)NC(=S)Nc2ccc([N+](=O)[O-])cc2)C(=O)O1` (stereo unspecified)?
Statin myotox sup: -14.0; PglD DTNB: 2.3

Results for C/C(Cl)=C/CSc1nc2c(c(=O)[nH]c(=O)n2C)n1C(C)C ?
Statin myotox sup: 3.2; PglD DTNB: -3.3

How did Cn1c(=O)[nH]c2cc(Cl)cnc21 do in these assays?
Statin myotox sup: -1.7; PglD DTNB: 2.0

Results for CCc1ccccc1NC(=O)N[C@@H](C)C(=O)O ?
Statin myotox sup: -5.0; PglD DTNB: 3.7

Results for CC(C)c1nnc(NC(=O)C2CCN(c3nc4ccccc4s3)CC2)s1 ?
Statin myotox sup: 7.4; PglD DTNB: -0.3

What do the screens show for `Cc1ccccc1S(=O)(=O)Nc1cccnc1`?
Statin myotox sup: -0.2; PglD DTNB: 1.2

Results for CC(O)c1nc2ccc(Cc3ccc4nc(C(C)O)[nH]c4c3)cc2[nH]1 (stereo unspecified) ?
Statin myotox sup: 3.2; PglD DTNB: -6.8

How did O=C(COC(=O)c1cc(S(=O)(=O)N2CCCCC2)ccc1N1CCOCC1)NC1CCCCC1 do in these assays?
Statin myotox sup: -6.7; PglD DTNB: -2.2

How did COc1cc(OC)cc(C(=O)NC2CCN(Cc3nnnn3Cc3cccs3)CC2)c1 do in these assays?
Statin myotox sup: 1.4; PglD DTNB: -0.2

What do the screens show for `c1ccc(Cn2nnnc2C(c2ccccn2)N2CCOCC2)cc1` (stereo unspecified)?
Statin myotox sup: -18.2; PglD DTNB: -5.8

What do the screens show for `O=c1nc2ccccc2c2n1CC(CN1CCN(c3ccc(F)cc3)CC1)N2` (stereo unspecified)?
Statin myotox sup: 6.1; PglD DTNB: 2.9

How did CC(=O)N1CCc2cc(S(=O)(=O)CCC(=O)Nc3ccc4c(c3)OCCO4)ccc21 do in these assays?
Statin myotox sup: -0.1; PglD DTNB: -6.4

How did Cn1c(CCc2ccccc2)nnc1SCC(=O)N1CCOCC1 do in these assays?
Statin myotox sup: -3.3; PglD DTNB: 4.0

Results for O=C(Nc1ccc(Cc2ccncc2)cc1)C1CCC(N2C(=O)C3C4C=CC(C4)C3C2=O)CC1 (stereo unspecified) ?
Statin myotox sup: -55.8; PglD DTNB: 8.0

How did Cc1nn(C)cc1/C=N/O do in these assays?
Statin myotox sup: 6.3; PglD DTNB: -3.5

Results for CC(=O)c1c(C)[nH]c(C(=O)CSc2nnc(-c3ccc(Cl)cc3)n2CC2CCCO2)c1C (stereo unspecified) ?
Statin myotox sup: 4.9; PglD DTNB: 5.0

How did COc1ccccc1COC(=O)Nc1c(C)nn(C)c1Cl do in these assays?
Statin myotox sup: -13.4; PglD DTNB: 3.1

What do the screens show for `CC1(C(=O)O)CCC(C(=O)N2CCOCC2)C1(C)C` (stereo unspecified)?
Statin myotox sup: 9.5; PglD DTNB: -3.4

How did Cn1c(Cc2cccs2)nnc1SCc1nc2ccccc2[nH]1 do in these assays?
Statin myotox sup: 8.9; PglD DTNB: -6.3

Next part, starting with the last 2 of the part before.
What do the screens show for `CC1(C(=O)O)CCC(C(=O)N2CCOCC2)C1(C)C` (stereo unspecified)?
Statin myotox sup: 9.5; PglD DTNB: -3.4

How did Cn1c(Cc2cccs2)nnc1SCc1nc2ccccc2[nH]1 do in these assays?
Statin myotox sup: 8.9; PglD DTNB: -6.3

How did Cc1ccc(NC(=O)c2ccc(CSc3ncnc4nc[nH]c34)cc2)c(C)c1 do in these assays?
Statin myotox sup: -76.6; PglD DTNB: 8.0

Results for CCOC(=O)C(CCCOc1ccc(C(C)CC)cc1)C(=O)OCC (stereo unspecified) ?
Statin myotox sup: 1.9; PglD DTNB: 6.1

Results for CCCC[n+]1c(-c2ccc(Cl)cc2Cl)csc1Nc1ccccc1 ?
Statin myotox sup: 9.5; PglD DTNB: 1.7

Results for O=C1C(NS(=O)(=O)c2cccs2)=C(N2CCN(c3ccccc3)CC2)C(=O)c2ccccc21 ?
Statin myotox sup: 14.0; PglD DTNB: 0.8

What do the screens show for `O/N=C\c1cccn1-c1ccc(Br)cc1`?
Statin myotox sup: 25.2; PglD DTNB: -2.7
